KB-3-1 cytotox – kills parental KB-3-1 adenocarcinoma cells; KB-3-1 viability, CellTiter-Glo ATP luminescence, 72 h; Potency, µM (series often up to 46.1 µM), for inactives: at the highest dose activity change, negative = cytotoxic, usual class: cytotoxic; 400,000 tested, 1.4% active; AID 1347075; further: potency means the concentration at half of the fitted maximal effect; on the % scale 0 is the no-effect control and ±100 the full control effect; nearly all actives have a fitted effect of over 60% in size
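Here the drug-naive KB-3-1 line serves as comparator for MDR sub-line selectivity; cells received compound titrations, 72 h at 37 °C, then CellTiter-Glo readout.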
WRN helicase inh – inhibitors of human WRN helicase; WRN helicase unwinding, fluorescent forked duplex, kinetic; Potency, µM (top dose mostly 114 µM), for the others: at the highest dose activity change, negative = inhibition, usual class: inhibitors; 360,000 tested, 0.46% active; further: potency means the concentration at half of the fitted maximal effect; on the % scale 0 is the no-effect control and ±100 the full control effect; nearly all actives have a fitted effect of over 55% in size
Target sequence (Q14191 whole entry, looked up): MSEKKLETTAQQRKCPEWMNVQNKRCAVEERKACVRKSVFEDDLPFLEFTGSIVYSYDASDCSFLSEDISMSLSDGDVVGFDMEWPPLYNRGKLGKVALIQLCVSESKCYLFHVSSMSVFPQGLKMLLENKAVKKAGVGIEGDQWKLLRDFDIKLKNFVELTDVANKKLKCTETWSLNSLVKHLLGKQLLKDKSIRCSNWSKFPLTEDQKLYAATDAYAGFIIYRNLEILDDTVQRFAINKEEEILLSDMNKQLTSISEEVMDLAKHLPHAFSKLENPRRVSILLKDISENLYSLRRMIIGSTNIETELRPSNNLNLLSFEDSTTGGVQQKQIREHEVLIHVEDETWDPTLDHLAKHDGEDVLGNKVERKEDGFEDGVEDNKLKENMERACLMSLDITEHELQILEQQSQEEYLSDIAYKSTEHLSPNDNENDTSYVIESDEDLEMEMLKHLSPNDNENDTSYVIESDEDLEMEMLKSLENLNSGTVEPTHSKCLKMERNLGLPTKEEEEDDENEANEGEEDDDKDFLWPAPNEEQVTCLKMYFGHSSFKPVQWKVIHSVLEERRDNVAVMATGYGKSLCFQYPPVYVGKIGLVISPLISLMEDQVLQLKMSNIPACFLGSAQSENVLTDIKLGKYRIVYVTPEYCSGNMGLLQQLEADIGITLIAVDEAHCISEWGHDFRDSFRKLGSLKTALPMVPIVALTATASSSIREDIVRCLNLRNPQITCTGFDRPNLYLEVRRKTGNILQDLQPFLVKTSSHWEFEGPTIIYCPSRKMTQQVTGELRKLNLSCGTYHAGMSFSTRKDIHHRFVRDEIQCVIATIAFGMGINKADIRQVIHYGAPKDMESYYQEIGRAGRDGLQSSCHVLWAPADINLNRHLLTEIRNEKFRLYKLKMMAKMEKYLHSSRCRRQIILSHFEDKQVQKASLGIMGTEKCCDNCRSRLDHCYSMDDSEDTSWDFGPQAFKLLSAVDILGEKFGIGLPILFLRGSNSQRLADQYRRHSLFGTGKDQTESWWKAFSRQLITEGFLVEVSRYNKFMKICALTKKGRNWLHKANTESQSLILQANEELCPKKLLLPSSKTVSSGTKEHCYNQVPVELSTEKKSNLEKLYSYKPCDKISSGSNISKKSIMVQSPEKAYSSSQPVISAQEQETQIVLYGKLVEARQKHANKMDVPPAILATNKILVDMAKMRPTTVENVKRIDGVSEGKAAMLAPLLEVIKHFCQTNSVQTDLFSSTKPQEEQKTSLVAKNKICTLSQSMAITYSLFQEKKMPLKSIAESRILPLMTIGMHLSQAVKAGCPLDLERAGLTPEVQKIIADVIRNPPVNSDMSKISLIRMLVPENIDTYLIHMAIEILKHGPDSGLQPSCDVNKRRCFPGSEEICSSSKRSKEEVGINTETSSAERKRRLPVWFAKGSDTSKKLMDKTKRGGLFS
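WRN at 20 nM final preincubated with compound 15 min at room temperature; reaction started with 100 nM fluorophore/quencher forked duplex oligonucleotide and 2 mM ATP final. Unwinding followed kinetically by red fluorescence (ex 525, em 598 nm).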
HT1080 IDH1KD tx – kills HT-1080 cells with IDH1 knockdown; HT-1080 IDH1 knockdown viability, ATP luminescence, 48 h; Potency, µM (titrated, usually from 46.1 µM), without a hit: top-dose activity, negative = toxicity, most hits filed as cytotoxic; 360,000 tested, 2% active; AID 686971;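 further: potency means the concentration at half of the fitted maximal effect; 0% = DMSO wells and -100% = cell-free medium wells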
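Knockdown cells (IDH1KD HT-1080) received compounds 2 h after plating at 750 cells/well and were kept 48 h at 37 °C in 5% FBS RPMI. A CellTiter-Glo luminescence read gave % activity for curve fitting.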
MCF10A rereplic – induces DNA re-replication in MCF 10a normal breast cells. MCF 10A DNA re-replication, Hoechst nuclear intensity, 48 h. Potency, µM (doses to about 46.1 µM), for inactives: at the highest dose activity, positive = re-replication, most hits filed as activators. 350,000 tested, 2.9% active; further: potency means the concentration at half of the fitted maximal effect; % of control where 0% means no effect; nearly all actives have a fitted effect of over 50% in size
HT1080-NT tox – kills 2HG-producing HT-1080-NT fibrosarcoma cells; Potency, µM (highest dose often 46.1 µM), without a hit: top-dose activity, negative = less viability, most hits filed as cytotoxic; 360,000 tested, 1.6% active; HT-1080-NT fibrosarcoma viability, CellTiter-Glo ATP luminescence, 48 h;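 further: NT is the 2HG producing partner of a matched IDH1 knockdown line; potency means the concentration at half of the fitted maximal effect; 0% = DMSO-treated cells and -100% = media-only wells without cells; nearly all actives have a fitted effect of over 55% in size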
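Compounds were tested in concentration-response format on HT-1080-NT cells for 48 hours at 37 degrees C. Cell viability came from CellTiter-Glo luminescence; curves were classified by r2, response magnitude and activity.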
ATXN2 expr inh – inhibitors of ATXN2 expression; HEK-293 ATXN2-luciferase reporter, luminescence, 24 h; 360,000 tested, 0.72% active; Potency, µM (series often up to 57 µM), for inactives: at the highest dose activity change, negative = inhibition, usual class: inhibitors; further: potency means the concentration at half of the fitted maximal effect; on the % scale 0 is the no-effect control and ±100 the full control effect; nearly all actives have a fitted effect of over 55% in size
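qHTS (up to 57 uM final) was run with 24 h compound exposure of reporter cells at 37 °C. Each well was multiplexed: SteadyGlo luminescence measured ATXN2-luciferase expression after a fluorogenic Gly-Phe-AFC viability readout (25 uM final).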
KB-V1 MDR tox – kills drug-selected multidrug resistant KB-V1 cells; AID 1347076; Potency, µM (highest dose often 46.1 µM), without a hit: top-dose activity change, negative = cytotoxicity, most hits filed as cytotoxic; KB-V1 MDR cells viability, CellTiter-Glo, 72 h; 400,000 tested, 3.4% active; further: potency means the concentration at half of the fitted maximal effect; on the % scale 0 is the no-effect control and ±100 the full control effect; nearly all actives have a fitted effect of over 60% in size
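Compound-treated KB-V1 multidrug-resistant cells, 72 h, 37 degrees C; viability by CellTiter-Glo. Fitted qHTS curves give the values.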
SW480 rerep – DNA re-replication induction in SW480 cells. Potency, µM (highest dose often 46.1 µM), for inactives: top-dose re-replication activation, most hits filed as activators. AID 624297. 340,000 tested, 1.8% active. SW480 DNA re-replication, Hoechst DNA content imaging, 48 h; further: potency means the concentration at half of the fitted maximal effect; % of control where 0% means no effect; nearly all actives have a fitted effect of over 55% in size
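250 cells/well; 23 nL cpd via pin tool; 48 hr, 37 C, 5% CO2; Hoechst 40 min; imager read of total nuclear intensity, ex 405/em 500-530 nm.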
IL-1B inflam inh – inhibitors of inflammasome signaling (IL-1 beta secretion). THP-1 LPS/ATP IL-1B secretion, AlphaLISA, 16 h; stronger effect = lower value. activity change, % at 57.5 µM. 360,000 tested, 4.7% active. AID 743279; in the data active means activity change below about -50%; inconclusive means mostly about -30% to -49%; further: on the % scale 0 is the no-effect control and ±100 the full control effect
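Secreted IL-1B measured by AlphaLISA bead assay after 16 h compound exposure of THP-1 cells; compounds (final up to 57.5 uM) added 1 h before LPS (250 ng/mL) and ATP (1.25 mM) stimulation; lower signal means less secretion.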
Active calls of the source: *; u = inconclusive; x = not tested or not shown; & = joins results of further samples; ! = repeats disagree; [ ] = another dose, or the depositor's remark. Unless noted, the call rests on the fitted dose curve; in most records, active means well fitted curve in the direction sought with a large enough effect; inconclusive means small, poorly fitted or top-dose-only effect, or another doubt; inactive means no such curve, though single readings can be large; an effect the other way counts as inactive or inconclusive. Compounds were not picked by outcome, and some 12% of all compounds hit somewhere here.

SMILES	KB-3-1 cytotox	WRN helicase inh	HT1080 IDH1KD tx	MCF10A rereplic	HT1080-NT tox	ATXN2 expr inh	KB-V1 MDR tox	SW480 rerep	IL-1B inflam inh
O=C(CN1C(=O)NC2(CCCCCCC2)C1=O)Nc1cccc(Br)c1	1.4%	3.8%	-18.5%	9.6%	-11.2%	-30.2%	0.0%	-5.5%	-5.5
COc1cccc(-n2c(CN3CCN(c4ccccc4)CC3)nc3ccc([N+](=O)[O-])cc3c2=O)c1	-0.3%	-20.2%	-0.2%	4.4%	-1.7%	-13.1%	-5.0%	-0.9%	31.5
Cc1cc(C)nc(CCNC(=O)c2cc(COc3ccc(F)cc3Cl)on2)n1	12.3%	-2.0%	0.8%	3.1%	0.8%	-6.5%	-13.3%	-3.5%	-7.4
Cc1ccccc1Nc1nc(N)nc(COC(=O)CCS(=O)(=O)c2ccc(Cl)cc2)n1	2.9%	-10.0%	1.3%	-5.0%	-1.3%	4.4%	-6.9%	-7.4%	-10.8
O=C(O)c1ccc(-n2c(/C=C/c3cccc([N+](=O)[O-])c3)nc3ccccc3c2=O)cc1	-2.0%	-7.9%	-3.1%	4.2%	10.1%	x	20.2%	-1.0%	-9.1
Cc1ccc2c(c1)/C(=N/O)CCS2	0.6%	-1.5%	2.1%	6.5%	0.6%	-15.2%	5.4%	3.0%	7.9
COc1cc(C2C(C#N)=C(C)NC(C)=C2C#N)cc(OC)c1OC	-6.2%	4.6%	14.3%	-33.8%[inhibitor]	3.6%	0.2%	6.4%	0.3%	18.9
Cc1ccc(NC(=O)CN2C(=O)CCSc3ccc(S(=O)(=O)N4CCCC4)cc32)cc1C	-11.6%	-1.5%	-14.3%	19.5%	-2.1%	9.4%	2.1%	8.2%	-4.3
COc1ccccc1N(Cc1cc(=O)[nH]c2ccccc12)C(=O)c1ccc([N+](=O)[O-])cc1	1.0%	-15.4%	16.2%	-3.4%	16.4%	-0.6%	-5.8%	3.1%	7.4
COc1ccccc1C(=O)NNC(=O)C1CC=CCC1 (stereo unspecified)	13.7%	3.3%	-0.5%	-16.0%	-4.2%	12.5%	-6.1%	u	14.5
COc1cc(/C=N/S(=O)(=O)CCc2ccccc2)cc(OC)c1O	4.1%	1.4%	4.2%	-0.7%	6.4%	7.0%	-2.3%	-7.9%	-4.6
CCC(C)[C@H]1CNCCN1CCC12CC3CC(CC(C3)C1)C2 (stereo partly specified)	-10.7%	-3.7%	-12.1%	0.0%	u	-12.6%	-13.1%	-4.1%	-61.8*
CSCC(=O)NC1CCCc2c1cnn2-c1cc(F)cc(F)c1 (stereo unspecified)	1.9%	-1.3%	3.4%	23.5%	6.1%	7.9%	-8.2%	-6.8%	0.0
CCCC(=O)Nc1c(-c2ccc(C)cc2)c(=O)c2ccccc2n1C	-8.3%	-5.5%	6.5%	0.5%	7.7%	-12.8%	0.0%	2.2%	0.0
CC(C)(C)n1nc2c(c1NC(=O)c1cccc(Cl)c1)CS(=O)(=O)C2	-4.6%	5.7%	2.7%	1.2%	20.4%	4.9%	0.0%	-6.8%	-1.4
COc1ccc(C(=O)NNS(=O)(=O)c2ccc(C)cc2)cc1	8.2%	-7.2%	-0.3%	3.3%	11.3%	11.1%	10.3%	-1.8%	11.9
CCOC(=O)N1CCC(NC(=O)c2cc(C(=O)Nc3cccc(C(F)(F)F)c3)ccc2CO)CC1	u	10.3%	-7.1%	16.4%	-0.4%	x	0.8%	u	23.4
O=S(=O)(c1ccc(Br)cc1)N1CCCN(Cc2cccc(F)c2)CC1	19.4%	-12.8%	-0.9%	u	-1.3%	-23.4%	-13.3%	20.6µM*!	-55.6*
C=CCC1(CC=C)CCCN1Cc1nc(COc2ccccc2)no1	-0.8%	-9.4%	-19.8%	u	-0.4%	-1.1%	-0.5%	-0.7%	-15.8
CC(NCC(c1ccco1)N1CCCCC1)C(=O)NC1CCCC1 (stereo unspecified)	-1.1%	-2.9%	-1.8%	52.7%	1.4%	5.0%	-0.7%	-3.7%	2.4
Cc1ccc(/C(O)=C2/C(=O)C(=O)N(c3ccccn3)C2c2cccc([N+](=O)[O-])c2)cc1 (stereo unspecified)	10.5%	-0.9%	-16.2%	u	-18.9%	-10.1%	3.9%	-16.9%	23.2
Cc1nn(C)c(C)c1CNC(=O)Nc1ccc2c(c1)OCO2	3.4%	2.5%	23.2%	-0.6%	10.7%	23.7%	-18.5%	-0.5%	18.1
COc1ccc2nc(CC(C)(C)CC(=O)O)c[n+]([O-])c2c1	-8.2%	2.9%	4.9%	-8.9%	1.1%	4.5%	-8.6%	-6.5%	9.9
O=C(c1ccc(Cl)c(F)c1F)N1CCCC1	0.9%	1.7%	8.0%	-1.7%	6.5%	-6.4%	12.1%	1.3%	-6.1
COc1cccc(C(=O)Nc2ccc3c(cc2=O)[C@@H](NC(C)=O)CCc2cc(OC)c(OC)c(OC)c2-3)c1	2.91µM*	-1.7%	4.61µM*	5.8µM*	5.8µM*	-32.2%	22.6%	7.31µM*	54.6
O=C(O)CCCNC(=O)CC1S/C(=N/N=C/c2ccccc2O)NC1=O (stereo unspecified)	23.8%	-8.3%	4.0%	u	6.6%	38.7%	u	1.2%	-24.8
CCC(C)NC(=O)Cc1c(C)c2cc3c(cc2oc1=O)OC(C)(C)CC3 (stereo unspecified)	-2.4%	-0.1%	-25.7%	16.4%	-2.6%	-1.2%	3.7%	3.9%	16.7
O=C(NC1CC1)c1cccc(-c2cncc3nccn23)c1	0.0%	3.8%	-11.8%	x	-7.9%	0.7%	-70.8%	x	-18.9
CC1CCCC(C)N1C(=O)C1CC(c2ccc(F)cc2)=NO1 (stereo unspecified)	-10.4%	4.0%	8.8%	-0.1%	-0.8%[9.24 µM]	39.2%[activator]	u	-0.2%	-22.8
Cc1nc2c(-c3ccc(F)cc3)c(C)nn2c(C)c1CCC(=O)N1CCC(Cc2ccccc2)CC1	u	-9.5%	-11.1%	20.6µM*	-1.1%	u	0.0%	1.4%	-11.0
CCCCn1c(=O)[nH]c(=O)c2c1nc(-c1ccc(OCCC)c(OCC)c1)n2C	5.2%	-2.8%	5.9%	-0.7%	0.4%	-6.3%	1.2%	5.2%	18.5
Cc1ccc(C)n1CCN1CCN(C(=O)c2ccc(Cl)cc2)CC1	-14.5%	4.1%	-0.6%	2.7%	-2.1%	-4.2%	-15.6%	21.6%	u
CN(c1ccccc1)S(=O)(=O)c1ccc(C(=O)Nc2nnc(C3CC3)s2)cc1	-0.7%	1.9%	-11.5%	4.3%	-8.9%	27.4%	-2.7%	u	9.9
O=C1C=C(c2cccc(OCc3ccccc3)c2)C[C@@H](c2ccc3c(c2)OCO3)C1	0.2%	1.4%	-15.9%	6.4%	0.0%	-17.9%	-24.5%	-19.5%	-24.5
CCN(CC)c1ccc(NC(=O)c2ccco2)cc1	6.8%	3.9%	6.1%	1.3%	18.5%	-26.2%	u	-5.5%	-12.5
O=C(NCc1ccccc1)c1cccc(S(=O)(=O)N2CCOCC2)c1	4.3%	-8.0%	-0.8%	0.1%	7.2%	-9.3%	22.0%	-4.1%	13.4
CC(=O)N/N=C(/c1ccccc1)C(O)c1ccccc1 (stereo unspecified)	0.8%	-7.7%	14.8%	-3.5%	5.9%	x	-11.3%	2.2%	13.7
O=C(/C=C/c1ccccc1)N1CCC(Cc2ccccc2)CC1	16.2%	-6.1%	13.1%	16.1%	4.9%	31.4%[activator]	-1.0%	-2.8%	-9.2
CCOc1ccc(NC(=O)c2cn(CC(C)C)c(=O)c3c2c2ccccc2n3C)cc1	0.0%	8.9%	-3.7%	u	7.8%	0.0%	-0.7%	-4.4%	27.7
Cc1ccc(S(=O)(=O)c2nc(S(C)(=O)=O)sc2N2CCC(C(N)=O)CC2)cc1	13.1%	1.6%	-0.3%	-1.3%	-6.9%	10.9%	0.0%	-9.7%	-11.0
CN1CCc2c(sc3c2c(=O)n(-c2ccccc2)c2nncn32)C1	-5.1%	8.2%	1.3%	12.1%	-4.9%	-9.7%	u	0.9%[9.22 µM]	25.7
N#C/C(=C(/O)c1ccco1)c1nc2ccccc2s1	u	-6.3%&-16.5%	u	u	u	17.8%&4.2%	u	-9.3%	-18.4&-14.3
Cc1cccc(C(=O)N/N=C/C(C)Cc2ccc3c(c2)OCO3)c1 (stereo unspecified)	1.9%	4.0%	9.1%	-5.0%	-0.6%	-4.3%	u	-2.8%	2.6

Pulled by structure from above (5):
SMILES	KB-3-1 cytotox	WRN helicase inh	HT1080 IDH1KD tx	MCF10A rereplic	HT1080-NT tox	ATXN2 expr inh	KB-V1 MDR tox	SW480 rerep	IL-1B inflam inh
O=C(/C=C/c1ccccc1)N1CCC(Cc2ccccc2)CC1	16.2%	-6.1%	13.1%	16.1%	4.9%	31.4%[activator]	-1.0%	-2.8%	-9.2
CN1CCc2c(sc3c2c(=O)n(-c2ccccc2)c2nncn32)C1	-5.1%	8.2%	1.3%	12.1%	-4.9%	-9.7%	u	0.9%[9.22 µM]	25.7
Cc1cccc(C(=O)N/N=C/C(C)Cc2ccc3c(c2)OCO3)c1 (stereo unspecified)	1.9%	4.0%	9.1%	-5.0%	-0.6%	-4.3%	u	-2.8%	2.6
CCOc1ccc(NC(=O)c2cn(CC(C)C)c(=O)c3c2c2ccccc2n3C)cc1	0.0%	8.9%	-3.7%	u	7.8%	0.0%	-0.7%	-4.4%	27.7
CC(=O)N/N=C(/c1ccccc1)C(O)c1ccccc1 (stereo unspecified)	0.8%	-7.7%	14.8%	-3.5%	5.9%	x	-11.3%	2.2%	13.7

Screening data deposited in PubChem BioAssay by National Center for Advancing Translational Sciences (NCATS).
